D3 ag: agonists of human D3 dopamine receptor | P35462 | D3R DiscoveRx beta-arrestin cells, luminescence, 90 min | max activation, % | 0.58% of 410,000 active | AID 652048; in the data active = max activation above about 30%; note: 0% is about no effect; mostly tested at two doses, the higher about 12 µM
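Agonist mode: compounds and dopamine controls were applied to plated cells for 90 min at 37 degrees C after an overnight attachment at 1500 cells/well. Luminescent read-out followed 30 - 60 minutes at room temperature with DiscoveRx detection reagent.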
EPAC2 agonist: activates human EPAC2 exchange factor | EPAC2 activation, biochemical qHTS; response scale: 100% = 6.5 mM cAMP response | Potency, µM (doses to about 154 µM), inactives show at the highest dose activation, actives largely listed as activators | 0.079% of 360,000 active | AID 720711; note: potency is the fitted concentration of half-maximal effect; nearly all actives have a fitted effect of over 50% in size
Target sequence (Q8WZA2 whole entry, looked up): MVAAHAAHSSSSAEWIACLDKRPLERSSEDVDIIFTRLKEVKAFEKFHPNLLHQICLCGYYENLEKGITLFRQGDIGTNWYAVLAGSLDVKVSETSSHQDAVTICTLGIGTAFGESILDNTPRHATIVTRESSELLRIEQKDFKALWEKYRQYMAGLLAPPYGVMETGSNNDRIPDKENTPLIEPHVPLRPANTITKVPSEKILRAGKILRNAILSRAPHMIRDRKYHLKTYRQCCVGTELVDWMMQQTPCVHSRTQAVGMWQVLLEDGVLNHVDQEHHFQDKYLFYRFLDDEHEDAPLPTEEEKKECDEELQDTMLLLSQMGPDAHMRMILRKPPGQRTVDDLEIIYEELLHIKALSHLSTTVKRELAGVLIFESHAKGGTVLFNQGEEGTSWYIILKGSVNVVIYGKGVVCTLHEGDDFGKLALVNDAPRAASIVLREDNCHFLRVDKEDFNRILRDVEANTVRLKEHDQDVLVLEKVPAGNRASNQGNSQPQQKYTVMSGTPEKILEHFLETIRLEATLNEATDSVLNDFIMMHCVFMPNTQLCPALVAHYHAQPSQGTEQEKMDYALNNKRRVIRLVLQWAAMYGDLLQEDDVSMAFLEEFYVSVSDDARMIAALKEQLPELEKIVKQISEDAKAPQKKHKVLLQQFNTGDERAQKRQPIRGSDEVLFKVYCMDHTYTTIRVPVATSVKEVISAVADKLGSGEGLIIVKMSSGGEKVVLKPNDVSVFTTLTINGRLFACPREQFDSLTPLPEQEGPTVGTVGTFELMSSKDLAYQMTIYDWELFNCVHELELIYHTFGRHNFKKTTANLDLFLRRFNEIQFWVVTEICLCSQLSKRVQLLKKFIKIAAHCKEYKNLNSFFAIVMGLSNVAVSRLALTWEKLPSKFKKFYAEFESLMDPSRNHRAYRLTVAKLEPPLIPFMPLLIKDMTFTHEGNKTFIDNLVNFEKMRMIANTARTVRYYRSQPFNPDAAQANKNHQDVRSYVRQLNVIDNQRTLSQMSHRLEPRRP
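EPAC2 (100 nM) mixed with Rap1B loaded with BODIPY-GDP (250 nM) plus 50 uM unlabeled GDP; compounds pinned in, 5 min RT, then read every 5 min for 30 min (ex 480, em 540 nm). Normalized to cAMP control.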
EPAC2 antagonist: EPAC2 (human) antagonism. Q8WZA2. EPAC2 GEF exchange of Rap1B-BODIPY-GDP, fluorescence. Potency, µM (titrated, usually from 114 µM), inactives show at the highest dose activity, negative = inhibition, most hits filed as inhibitors. 0.18% of 360,000 active. AID 720708; note: potency is the fitted concentration of half-maximal effect; % is set by controls: 0 for no effect and ±100 for the full control effect; nearly all actives have a fitted effect of over 45% in size; many of its hits are not listed in these tables
TDP-43 yeast inh: inhibitors of TDP-43 toxicity in yeast | Potency, µM (titrated, usually from 46.1 µM), for the others: at the highest dose growth rescue (activation), usual class: activators | 1.8% of 410,000 active | TDP-43 expressing yeast growth rescue, BacTiter-Glo, 24 h; note: potency is the fitted concentration of half-maximal effect; % of control where 0% means no effect; nearly all actives have a fitted effect of over 50% in size
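Readout is BacTiter-Glo luminescence of cell growth, so inhibitors register as activators. TDP-43-expressing yeast at OD600=0.02 in galactose medium, after raffinose pregrowth to mid-log, were incubated with compound for 24 hr at 30 deg C.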
aSyn yeast inh: alpha-synuclein toxicity inhibition in yeast | Yeast expressing alpha-synuclein, growth rescue, BacTiter-Glo, 24 h | Potency, µM (doses to about 46.1 µM), without a hit: top-dose growth rescue (activation), hits mostly activators | 0.14% of 370,000 active | AID 652106; note: potency is the fitted concentration of half-maximal effect; % of control where 0% means no effect; nearly all actives have a fitted effect of over 65% in size
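Galactose-induced alpha-syn yeast (OD600=0.02, raffinose-pregrown) + pinned cpd, 24 hr, 30 deg C; growth by BacTiter-Glo luminescence. Growth restoration scores as activation.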
D3 antag: antagonists of human D3 dopamine receptor | P35462 | D3R cells, DiscoveRx beta-arrestin luminescence, antagonist mode; stronger effect = lower value | max response, negative = inhibition, % | 2.5% of 360,000 active | AID 652054; in the data active = max response below about -50%; inconclusive = no clear call, values can overlap the other calls; note: % is set by controls: 0 for no effect and ±100 for the full control effect; mostly tested at two doses, the higher about 12 µM
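Cells plated overnight at 1500 cells/well, then exposed to library compounds with dopamine controls for 90 minutes at 37 degrees C. DiscoveRx reagent added for 30–60 minutes at room temperature; luminescence read, quantitative HTS format.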
Abeta rescue: compounds reversing amyloid beta toxicity in yeast; yeast expressing A-beta42, growth rescue, OD600, 48 h; response scale: 0% DMSO, 100% iron-clioquinol control; Potency, µM (series often up to 46.1 µM), inactives show top-dose growth rescue, actives largely listed as activators; 0.063% of 410,000 active; AID 1347071; note: potency is the fitted concentration of half-maximal effect; nearly all actives have a fitted effect of over 55% in size
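Yeast A-beta toxicity model in growth medium with pinned compounds, 48 h at 30 C; growth read as absorbance at 600 nm. Normalized to FeCl3/clioquinol equimolar mix (positive) and DMSO (negative).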
FUS suppressor: suppressors of FUS proteinopathy in yeast. S. cerevisiae FUS-expressing, growth rescue, OD600, 24 h. Potency, µM (highest dose often 76.6 µM), without a hit: top-dose growth rescue (activation), actives largely listed as activators. 0.24% of 390,000 active. AID 1347120;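 note: potency is the fitted concentration of half-maximal effect; plate controls were DMSO vehicle for no effect and reference control for full effect; nearly all actives have a fitted effect of over 55% in size; some results filed as inactive show a strong effect at the top dose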
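FUS-expressing yeast, raffinose-pregrown, induced in 2% galactose minimal medium at OD 0.005; compounds in a dilution series, 24hr at 30C. Growth restoration read as absorbance at 600 nm. CP55940 positive control, DMSO negative.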
* = called active by the depositor; ? = inconclusive; · = not tested or not shown; [ ] = another dose, or the depositor's remark. Unless noted, calls come from the whole dose curve; as a rule, active = well fitted curve in the direction sought with a large enough effect; inconclusive = small, poorly fitted or top-dose-only effect, or another doubt; inactive = no such curve, though single readings can be large; an effect the other way counts as inactive or inconclusive. Only part of the results is shown, so the mix of outcomes need not match the whole.

SMILES	D3 ag	EPAC2 agonist	EPAC2 antagonist	TDP-43 yeast inh	aSyn yeast inh	D3 antag	Abeta rescue	FUS suppressor
CCCC1OC(c2cc3c(cc2Cl)OCO3)OCC1CC (stereo unspecified)	-15.9	4.5%	?	-8.2%	0.3%	18.3	6.8%	-3.5%
Cc1ccc(C(=O)N(Cc2nc3ccccc3c(=O)[nH]2)C2CCCC2)cc1	-0.9	-3.0%	-13.5%	4.2%	20.7%	-3.7	5.1%	5.6%
Cc1nn(C)cc1CNC(=O)Nc1ccc(Cl)cc1	1.9	1.2%	-1.2%	6.1%	-12.0%	6.1	-5.5%	9.0%
C/C(N)=C(/C#N)C(=O)COC(=O)CNS(=O)(=O)c1ccc2ccccc2c1	-1.5	8.9%	5.4%	-4.4%	2.0%	-19.8	-2.8%	24.5%
CCOc1ccccc1C(=O)NCC(=O)Nc1ncccc1C	-2.3	8.6%	-2.2%	4.0%	-4.2%	0.3	-14.8%	·
Cc1cc(C)c(NC(=O)CCN2CCCCC2)c(C)c1	-9.7	·	·	8.3%	·	·	-10.0%	-15.5%
COC(=O)c1ccc(Cn2c(C)c(C(=O)NCc3cccs3)sc2=O)o1	-5.1	5.5%	1.5%	12.8%	0.6%	-22.6	-20.3%	5.3%
COc1ccc(NC(=O)NS(=O)(=O)c2ccc(C)cc2)cc1OC	-0.4	3.8%	-15.8%	14.1%	-14.7%	29.3	-11.8%	-14.3%
Cc1ccc(CNC(=O)CCNC(=O)c2ccco2)cc1	3.1	8.5%	4.2%	11.8%	1.5%	0.0	22.0%	-1.9%
CC(C)OCCCN(CC(O)c1ccccc1)CC(O)c1ccccc1 (stereo unspecified)	7.2	0.2%	-5.5%	10.6%	0.7%	8.7	4.2%	·
Cc1cc(C)c(C(=O)CN2C(=O)C(=O)N(C3CCCC3)C2=O)cc1C	9.5	3.2%	-15.4%	0.3%	-1.0%	10.5	-1.5%	-9.3%
CC1=C(C(=O)N(C(C)C)C(C)C)CC(CC(=O)NCCCCc2ccccc2)C(=O)N1Cc1ccc(C(C)(C)C)cc1 (stereo unspecified)	-7.9	-10.5%	-14.8%	4.6%	11.9%	0.0	-6.0%	?
COC(=O)c1ccc(CNC(=O)COC(=O)C2CC3C=CC2C3)cc1 (stereo unspecified)	-10.4	19.7%	0.1%	15.9%	3.8%	1.6	2.8%	-2.6%
CC1(C)c2[nH]c3ccccc3c2C[C@@H]2C(=O)N(Cc3ccco3)C(=O)N21	·	5.3%	1.8%	·	·	·	18.1%	-7.8%
COc1ccc(C2Nc3ccccc3NC3=C2C(=O)CC(C)(C)C3)cc1O (stereo unspecified)	3.6	4.6%	-9.2%	3.1%	-24.1%	-16.2	-14.9%	3.4%
Cc1cc(C)c2c(n1)sc1c(N3CCN(C)CC3)ncnc12	-5.1	-0.3%	7.3%	7.3%	0.6%	-5.0	-3.5%	-26.7%
COc1ccc(C2CC2/C(C)=N/OC(=O)c2ccc(F)cc2)cc1 (stereo unspecified)	8.7	6.3%	-2.7%	-62.6%[inhibitor]	-69.8%[inhibitor]	20.6	-34.5%[inhibitor]	7.5%
CSc1cccc(NC(=S)N2CCC(N(C)C3CCCC3)CC2)c1	-16.1	-5.1%	3.0%	-2.4%	-2.1%	-13.1	-17.6%	14.1%
CC(C)Oc1cc(N)c(Cl)cc1Cl	4.4	-4.1%	-13.8%	1.3%[9.22 µM]	1.9%	6.9	24.7%	-0.6%
COCc1nnc(SCC(=O)NC(C)c2ccccc2)n1-c1ccccc1 (stereo unspecified)	11.3	-4.0%	5.9%	-12.6%	1.2%	9.3	7.9%	2.4%
CCOc1ccc(CCNC(=O)c2nn(C)c3c2CSc2ccc(C)cc2-3)cc1OCC	3.2	·	·	8.1%	·	·	3.2%	41.4%
C=CCNC(=O)C1CC(=O)N(c2ccc(OCC(=O)N3CCCC3)cc2)C1 (stereo unspecified)	-9.6	9.2%	25.4%	24.7%	-5.8%	-8.5	-14.8%	15.7%
Cn1ccnc1Sc1ccc(/C=N/NC(=O)c2ccccc2O)cc1[N+](=O)[O-]	-4.4	14.1%	-6.8%	-6.2%	-2.9%	-8.0	4.1%	24.3%
CC(NC(=O)c1c(Cl)cnn1C)C1CCCO1 (stereo unspecified)	17.9	0.7%	12.9%	-11.8%	11.0%	0.0	5.8%	-5.3%
COc1ccc(NC(=O)CS(=O)c2ccc(F)cc2)cc1 (stereo unspecified)	-0.9	13.9%	11.3%	-11.9%	-2.0%	-17.5	-7.0%	15.7%
COc1ccc(Cn2c(=O)[nH]c3cc(C(=O)N4CCN(c5ccc(C(C)=O)cc5)CC4)ccc3c2=O)cc1	-4.8	15.0%	-3.9%	-15.9%	0.2%	-4.7	-0.3%	9.4%
COc1nnc(-c2ccc(N3CCOCC3)c(NC(=O)C3CCCCC3)c2)c2ccccc12	1.1	0.9%	-8.2%	-1.9%	0.2%	16.4	11.9%	6.2%
O=C(O)C1CCN(c2ccc(S(=O)(=O)N3CCC(C(=O)O)CC3)cc2[N+](=O)[O-])CC1	0.7	-6.9%	7.4%	9.5%	1.6%	0.5	0.8%	9.4%
CCOc1cc(C(C(=O)NCC2CCCO2)N(C(=O)Cn2nnc3ccccc32)c2ccccc2C)ccc1O (stereo unspecified)	11.3	3.0%	0.7%	-15.6%	0.1%	7.8	3.8%	5.2%
COc1ccc(-c2oc3ccccc3c2C#Cc2cncn2C)cc1	16.2	14.3%	6.1%	-16.5%	-5.3%	0.0	-24.9%	39.2%
CCc1cc(-c2nnn(-c3cc(C(C)C)ccc3C)c2CC)ccc1-c1cn(CCc2c[nH]c3ccccc23)nn1	4.5	-5.4%	1.3%	0.0%	0.0%	40.2	6.5%	?
Cc1ccccc1/C=C/c1nc2ccccc2c(=O)n1Cc1ccccc1	-6.5	?	-0.9%	0.6%	0.4%	-22.7	-12.4%	7.8%
COc1ccc(NC(=O)c2oc3ccccc3c2C)cn1	-1.1	8.9%	-6.8%	8.1%	5.2%	0.4	4.0%	-13.6%
COc1ccc(NC(=O)N(Cc2nnc3n2CCCCC3)c2ccc(OC)c(Cl)c2)cc1	6.4	·	·	10.3%	18.3%	·	-4.2%	-5.2%
COc1ccc(-c2cc3c(c4c2ccn4C)C2CCC3C2)cc1F (stereo unspecified)	-11.6	17.3%	4.1%	19.1%	-4.3%	-9.3	-17.6%	16.5%
O=c1nc2n(-c3ccccc3F)c3ccccc3cc-2c(=O)[nH]1	-6.4	·	·	-2.6%	·	·	-15.1%	0.3%
COc1ccc(CN2CCC[C@]3(N[C@H](c4ccc(OC)cc4)[C@@H]4C(=O)N(Cc5ccccc5)C(=O)[C@@H]43)C2=O)cc1	-9.0	24.1%	4.7%	17.5%	-0.3%	0.0	-4.8%	40.9%
CC1CC(C)CN(C(=O)C2CCCN(c3ncnc4c3nc3n4CCCCC3)C2)C1 (stereo unspecified)	1.3	-3.8%	-7.0%	?	7.0%	0.7	-25.7%	33.4%
Cc1cccc2c(=O)cc(CSc3ccccc3NC(=O)C(C)C)[nH]c12	3.9	·	·	-0.8%	·	·	-9.3%	-10.2%
CC(=O)NS(=O)(=O)c1ccc(NC(=O)/C=C/c2ccco2)cc1	4.5	16.7%	-1.5%	4.5%	0.8%	3.3	17.4%	27.4%

Quoted at random: 4 records from the list, in no set order.
SMILES	D3 ag	EPAC2 agonist	EPAC2 antagonist	TDP-43 yeast inh	aSyn yeast inh	D3 antag	Abeta rescue	FUS suppressor
COc1ccc(NC(=O)N(Cc2nnc3n2CCCCC3)c2ccc(OC)c(Cl)c2)cc1	6.4	·	·	10.3%	18.3%	·	-4.2%	-5.2%
COc1ccc(-c2cc3c(c4c2ccn4C)C2CCC3C2)cc1F (stereo unspecified)	-11.6	17.3%	4.1%	19.1%	-4.3%	-9.3	-17.6%	16.5%
COc1ccc(CN2CCC[C@]3(N[C@H](c4ccc(OC)cc4)[C@@H]4C(=O)N(Cc5ccccc5)C(=O)[C@@H]43)C2=O)cc1	-9.0	24.1%	4.7%	17.5%	-0.3%	0.0	-4.8%	40.9%
COc1ccc(NC(=O)c2oc3ccccc3c2C)cn1	-1.1	8.9%	-6.8%	8.1%	5.2%	0.4	4.0%	-13.6%

Following part:
SMILES	D3 ag	EPAC2 agonist	EPAC2 antagonist	TDP-43 yeast inh	aSyn yeast inh	D3 antag	Abeta rescue	FUS suppressor
COc1ccc2nc3ccccc3nc2c1N	6.5	8.3%	-5.0%	?	1.9%	-6.4	-1.1%	-3.3%
CCOC(=O)N1CCC(NC(=O)c2cc(S(=O)(=O)N(CC)CC)ccc2F)CC1	2.3	6.5%	17.0%	-7.2%	-5.1%	12.4	-14.9%	5.7%
COc1ccc(OC)c(C2C3=C(CCCC3=O)NC3=C2C(=O)CCC3)c1	-1.0	3.5%	-1.5%	-2.6%	8.5%	12.2	12.0%	26.2%
CN(C)/C(CN1CCOCC1)=C1\N=C(c2ccccc2)OC1=O	4.6	13.8%	-9.2%	-6.2%	2.1%	-3.7	1.5%	19.3%
CCN(CC(=O)Nc1ccc(OC)cc1)C(=O)Cc1ccc(OC)c(S(=O)(=O)N2CCOCC2)c1	-1.3	0.3%	8.3%	-8.0%	2.2%	10.2	-14.7%	-1.3%
Cc1ccc(N(C)C(=O)c2cc(S(=O)(=O)N3CCCCC3)c[nH]2)cc1	-9.6	3.8%	-0.7%	-6.5%	-2.5%	-13.9	-18.2%	-6.1%
O=c1c2ccccc2nnn1CSc1nc2ccccc2c(=O)n1CCCO	1.8	-5.4%	5.8%	8.7%	-0.3%	-6.4	-2.9%	12.4%
COc1nnc(-c2ccc(C)c(S(=O)(=O)NC(C)(C)CO)c2)c2ccccc12	-5.3	1.7%	7.1%	0.0%	1.7%	-5.9	6.3%	14.8%
CCNC(=O)c1cccc(NC(=O)c2cc(C3CC3)nc3c2cnn3C(C)C)c1	11.2	1.0%	-11.3%	4.9%	0.4%	34.4	6.6%	37.7%
Cc1cc2nc(-c3ccccc3)c(Cc3cccc(F)c3)n2c(C)c1Br	3.1	-3.7%	-14.0%	?	-3.0%	17.3	-7.3%	31.2%
COc1cc2[nH]c3c(=O)n(CCN4CCOCC4)cnc3c2cc1OC	-10.9	11.4%	1.8%	-27.1%	0.4%	0.6	-11.5%	28.9%
Cc1cn2c(=O)cc(COC(=O)c3ccc(NC(=O)COc4ccccc4C)cc3)nc2s1	3.1	·	·	19.5%	·	·	-7.8%	9.9%
C=CCOc1ccc(CN(C)C(=O)CN2C(=O)c3ccccc3C2=O)cc1	-4.4	15.4%	-9.3%	5.8%	4.9%	1.2	-4.9%	1.7%
